Screening results: PubChem, The Scripps Research Institute Molecular Screening Center
PAD4 inh: blocks human protein arginine deiminase 4; recombinant PAD4, RCA probe fluorescence polarization; inhibition, % at 6.36 µM; 330,000 compounds, 0.41% hits;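 active = percent inhibition above a cutoff equal to the mean of all tested compounds plus 3 SD, cut at about 15% in these data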;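 note: 0% = PAD4 with RCA probe and DMSO and 100% = probe without PAD4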
GSTO1 counter: blocks human GSTO1 in RBBP9 counter-screen. 300,000 compounds, 1.1% hits. inhibition, % at 5.96 µM. P78417. recombinant GSTO1, activity-based probe fluorescence polarization. AID 1974;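 active = inhibition above the campaign mean inhibition plus 3 SD, cut at about 35% in these data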;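 note: 0% = GSTO1-1 with DMSO and 100% = wells lacking GSTO1-1 enzyme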
PAFAH1B3 inh: inhibitors of human PAFAH1B3; Q15102; recombinant PAFAH1B3, FP-rhodamine probe, fluorescence polarization; inhibition, % at 3.39 µM; 340,000 compounds, 0.28% hits;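 active = inhibition above the screen-wide average of all tested compounds plus 3 SD, cut at about 25% in these data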;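 note: 0% = enzyme with DMSO only and 100% = wells lacking PAFAH1B3 protein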
Target sequence (Q15102 whole entry, looked up): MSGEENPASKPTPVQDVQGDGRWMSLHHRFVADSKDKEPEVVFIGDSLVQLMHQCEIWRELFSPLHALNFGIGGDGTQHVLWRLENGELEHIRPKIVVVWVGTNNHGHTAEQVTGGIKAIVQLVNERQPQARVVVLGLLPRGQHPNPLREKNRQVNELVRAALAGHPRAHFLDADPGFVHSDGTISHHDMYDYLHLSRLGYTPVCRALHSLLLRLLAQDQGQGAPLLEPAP
EBNA-1 inh: blocks EBNA-1 binding to DNA; inhibition, % at 14.8 µM; EBNA-1 DNA binding, fluorescence polarization; 300,000 compounds, 0.34% hits; in the data active = inhibition above about 28%
PREPL inh: inhibitors of human prolyl oligopeptidase-like enzyme PREPL; inhibition, % at 5.96 µM; recombinant PREPL, fluorescence polarization activity-based probe; Q4J6C6; 320,000 compounds, 0.68% hits; in the data active = inhibition above about 43%;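 note: 0% = enzyme with DMSO and 100% = wells lacking enzyme; many of its hits are not listed in these tables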
LYPLA2 counter: counter-screen for PME1 inhibitors: inhibitors of human LYPLA2; O95372; recombinant LYPLA2, FP-Rh probe fluorescence polarization; inhibition, % at 5.9 µM; 320,000 compounds, 0.38% hits; AID 2177;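 active = inhibition above the screen-wide mean plus 3 SD, limit set per campaign, cut at about 26% in these data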;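 note: 0% = LYPLA2 with DMSO and 100% = wells lacking LYPLA2 enzyme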
Target sequence (O95372 whole entry, looked up): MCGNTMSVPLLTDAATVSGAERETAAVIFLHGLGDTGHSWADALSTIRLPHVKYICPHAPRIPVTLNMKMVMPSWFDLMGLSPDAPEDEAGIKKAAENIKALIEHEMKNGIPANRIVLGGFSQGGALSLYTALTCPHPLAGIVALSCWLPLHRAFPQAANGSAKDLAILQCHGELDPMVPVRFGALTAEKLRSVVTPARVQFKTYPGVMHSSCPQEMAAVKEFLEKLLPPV
ZTA counter: ZTA (EBV) inhibition in EBNA-1 counter-screen | AID 2234 | 320,000 compounds, 0.15% hits | inhibition, % at 11 µM | ZTA-DNA binding, fluorescence polarization; in the data active = inhibition above about 33%
Target sequence (P03206 whole entry, looked up): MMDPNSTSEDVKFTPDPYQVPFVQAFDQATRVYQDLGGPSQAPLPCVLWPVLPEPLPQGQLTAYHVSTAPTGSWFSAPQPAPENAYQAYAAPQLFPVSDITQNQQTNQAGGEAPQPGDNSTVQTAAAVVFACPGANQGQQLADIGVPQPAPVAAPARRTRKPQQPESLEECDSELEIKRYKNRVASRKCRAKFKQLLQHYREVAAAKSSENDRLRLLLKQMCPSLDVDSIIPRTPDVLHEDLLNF
PAFAH2 FP inh: PAFAH2 (human) inhibition; AID 492956; inhibition, % at 3.39 µM; recombinant PAFAH2, FP-rhodamine activity probe, fluorescence polarization; 340,000 compounds, 0.99% hits;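 active = inhibition above the mean over all tested compounds plus 3 SD, cut at about 30% in these data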;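 note: inhibitors block probe labeling of enzyme so polarization drops; 0% = enzyme with DMSO and 100% = wells lacking PAFAH2 protein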
LYPLA1 counter: counter-screen for PME1 inhibitors: inhibitors of human LYPLA1 | O75608 | recombinant LYPLA1, FP-Rh probe fluorescence polarization | inhibition, % at 5.9 µM | 320,000 compounds, 0.16% hits;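 active = inhibition above the mean of all tested compounds plus 3 SD, set per campaign, cut at about 14% in these data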;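 note: inhibitors block serine hydrolase probe labeling of LYPLA1 so polarization falls; 0% = enzyme with DMSO and 100% = wells lacking LYPLA1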
Target sequence (O75608 whole entry, looked up): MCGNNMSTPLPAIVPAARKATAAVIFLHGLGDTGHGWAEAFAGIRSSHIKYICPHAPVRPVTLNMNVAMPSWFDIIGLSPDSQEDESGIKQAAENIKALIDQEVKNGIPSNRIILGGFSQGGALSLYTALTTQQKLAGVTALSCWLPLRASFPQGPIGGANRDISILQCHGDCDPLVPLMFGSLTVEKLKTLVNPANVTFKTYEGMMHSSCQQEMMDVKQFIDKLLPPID
* marks the source's active call; other numbers are inactive results; . = no result given. Some of the compounds tested (hit frequency here may not be typical).

Molecule	PAD4 inh	GSTO1 counter	PAFAH1B3 inh	EBNA-1 inh	PREPL inh	LYPLA2 counter	ZTA counter	PAFAH2 FP inh	LYPLA1 counter
O=C(CNC(=O)c1ccncc1)N/N=C/c1cccc([N+](=O)[O-])c1	3	-4	0	0	2	2	0	-3	1
COc1ccc(N2C(=O)CSC2c2cccc(OC)c2OC)cc1 (configuration not stated)	-5	6	0	5	8	-7	17	6	1
COC(=O)c1cccc(Nc2cc(C)nc(-c3ccccc3O)n2)c1	0	-10	6	5	18	-14	19	-3	-13
CCOC(=O)c1c(C)oc2ccc(OCc3cc(C(=O)OC)oc3C)cc12	-3	7	11	2	0	1	-14	3	0
O=C(NCC1CCS(=O)(=O)C1)NCC1CCS(=O)(=O)C1 (configuration not stated)	0	-1	3	1	6	-4	4	5	3
CCCS(=O)(=O)N1CCCC(C(=O)NC2CCCCC2)C1 (configuration not stated)	-1	11	7	-7	-6	-2	-13	5	1
Cc1cccc(Nc2nnc(SCC(=O)Nc3ncc(C(F)(F)F)cc3Cl)s2)c1C	3	4	5	-5	11	0	-9	9	-1
COC(=O)c1sccc1-n1cc(C#N)c(=O)n(C)c1=O	1	1	-2	2	10	-2	10	3	-3
CC(=O)c1sc(NC(=O)c2ccc(Cn3cc(Br)cn3)o2)nc1C	-2	-5	2	3	-26	-3	-4	3	0
COc1ccc(S(=O)(=O)N2CC(C)N(C(=O)N(C)C)C2C(C)C)cc1 (configuration not stated)	5	3	7	7	-5	0	2	2	2
Cn1cc(CN2CCN(CC(C)(C)C)C(CCO)C2)c2ccccc21 (configuration not stated)	-1	9	4	-6	0	4	-15	4	3
COc1ccc(OC)c(N=c2oc3cc(O)ccc3cc2C(N)=O)c1	-2	13	11	-3	6	1	-24	5	6
Cc1cc(C)cc(NC(=O)Cn2c(-c3ccccc3Cl)nc3ccccc32)c1	-2	-2	-4	60*	-4	5	1	1	-6
CC(C)=CCOc1ccc2ccc(=O)oc2c1	4	-1	3	-3	4	8	-18	-3	4
O=C(CC1CCCC1)NCCS(=O)(=O)N1CCN(c2ccc(F)cc2)CC1	3	-7	5	-7	-2	0	12	5	1
Cn1nnnc1SCC(=O)Nc1cccc(S(=O)(=O)N2CCCCC2)c1	-4	.	3	.	15	.	.	2	.
O=C(OCc1nc2ccccc2[n+]([O-])c1C(=O)c1ccccc1)c1cccs1	3	3	1	7	0	6	9	-5	2
COc1ccc(NC(=O)CS(=O)CC(=O)NCC2OCCc3ccccc32)cc1 (configuration not stated)	0	1	3	7	14	0	6	2	-2
Cc1ccc(C)c(NC2CCCCC2NS(=O)(=O)c2ccccc2)c1 (configuration not stated)	1	-3	5	-12	-3	-5	8	2	-7
O=Cc1cn(CC(=O)N2CCCCCC2)c2ccccc12	1	15	0	0	15	-1	-30	-4	-1
Cc1cccc(N2CCN(C(=O)CCS(=O)(=O)c3ccc4c(c3)NC(=O)C(C)S4)CC2)c1C (configuration not stated)	5	1	2	-13	-5	20	-12	3	2
Cc1cnn(C(=S)NCc2ccco2)c1	4	6	5	13	0	1	0	6	-4
COc1ccc(NC(=O)c2nn(C)c(C(=O)Nc3ccc(OC)cc3)c2[N+](=O)[O-])cc1	-5	5	-9	11	-1	-5	12	-1	-2
CC(=O)N1c2ccc(S(=O)(=O)N3CCC(C(=O)NC(C)c4ccccc4)CC3)cc2CC1C (configuration not stated)	-1	0	2	-4	10	2	3	-7	1
CCn1cc(C(=O)N[C@@H](CCSC)C(=O)NCCCN2CCOCC2)c(=O)c2cc3c(cc21)OCO3	-2	2	0	-2	10	-2	-11	6	2
COc1ccc(NC(=O)c2c(F)cccc2Cl)cc1S(=O)(=O)N1CCOCC1	-1	.	9	.	1	.	.	3	.
CCCN(C(=S)Nc1ccccc1)C1CCS(=O)(=O)C1 (configuration not stated)	-4	6	2	7	-2	-3	-4	-8	0
C/C=C(/C)C(=O)O[C@@H]1c2c(ccc3ccc(=O)oc23)OC(C)(C)[C@@H]1OC(C)=O	-4	.	-4	.	0	.	.	1	.
CNC(=S)N/N=C/c1ccccc1OCC(=O)O	-1	-4	2	-3	7	4	4	-9	1
O=C(CCc1ccccc1O)N/N=C/c1ccc(Sc2cccc3cccnc23)o1	-1	-1	0	4	-20	-8	6	-10	-17
C[C@H](NC(N)=O)C(=O)OCC(=O)NCc1cccs1	-2	-4	-5	4	22	2	0	-1	0
Cc1cc(C(=O)N2CCC(CO)(Cc3cccc(C(F)(F)F)c3)CC2)n[nH]1	3	3	0	3	-12	8	-19	5	9
CC(=O)c1c(O)cc(C)n(Nc2nc(C)cc(C)n2)c1=O	-3	21	6	6	12	7	1	-3	4
COc1ccc(N(CC(=O)NCCc2ccccc2)C(=O)CCC(=O)Nc2ccccn2)cc1	-4	4	2	-11	-4	5	0	-4	0
COc1ccc(/C=N/NC(=O)C[n+]2ccccc2)c(OC)c1OC	1	0	-8	-1	2	-4	18	-2	0
O=S(=O)(Nn1cnnc1)c1ccccc1	-3	4	1	-10	-10	1	0	-1	8
Cc1ccc(NC(=O)COC(=O)c2ccc(S(=O)(=O)N3CCCCC3)cc2)cc1	-2	.	5	.	9	-3	17	1	-2
Cc1ccnc(NC(=O)CCC(=O)N(Cc2ccco2)C(C(=O)NC(C)C)c2ccc(F)cc2)c1 (configuration not stated)	-6	1	-5	-8	4	-2	-4	4	-2
Cc1ccc(CSc2[nH]c(=O)ncc2C)cc1	3	-11	3	-16	-14	-5	7	-1	-1
O=C(NNC(=O)c1cccs1)c1ccc(Cl)c(Cl)c1	-3	-5	-3	15	-1	5	0	4	2
COc1ccc(-c2cc3c(=O)n(CC(=O)NCc4cccnc4)nc(C)n3n2)cc1	5	2	9	-14	-50	-6	-5	8	-5
COc1cc(C(=O)NCCC(=O)NCCN2CCCCCC2)cc(OC)c1OC	1	-3	5	7	8	-4	13	3	-3
COc1cc(C)ccc1OCc1cc(C(=O)N2CCN(C3CCCCC3)CC2)no1	4	1	9	4	9	22	15	2	4
CCc1ccccc1SCc1noc(C(=O)NCC2CCCO2)c1C(=O)O (configuration not stated)	1	-2	6	4	1	-3	-19	40*	-2
CCOC(=O)c1sc2nc3c(SCC(=O)O)cc(C(=O)c4cc(F)ccc4O)cn3c(=O)c2c1C	-23	-109	-80	4	-18	-51	10	-61	-20
Cc1ccc2c(c1)c(N=NC(N)=S)c(O)n2Cc1ccccc1	-5	1	3	5	2	2	20	-2	1
CCC(C)NC(=O)CSc1nc2n[nH]c(C)c2c(=N)n1-c1ccc(OC)cc1 (configuration not stated)	-2	8	8	5	17	6	-6	10	1
O=C(Cn1cc2c(n1)CCCC2)Nc1ccccc1Cl	-6	4	0	-1	7	-6	-7	-11	0
CC(OC(=O)C1=COCCO1)C(=O)NC1(C#N)CCCCC1 (configuration not stated)	3	.	1	.	17	.	.	0	.
CSc1nc(C)c2c(n1)N(c1ccc(O)cc1)CC2	-3	8	-2	2	7	-1	11	-1	-3
O=C(NCc1ccccc1Cl)c1ccc(-c2ccccc2)cc1	6	-3	-6	0	-12	5	-3	3	7
C/C(=N/NC(=O)CNC(=O)C1COc2ccccc2O1)c1ccc2c(c1)OCCO2 (configuration not stated)	3	2	.	3	6	-6	-11	.	-1
CC(C)(C)n1nc2c(c1NC(=O)c1ccc(Cl)c([N+](=O)[O-])c1)CS(=O)(=O)C2	2	14	10	-10	13	5	1	10	1
CCS(=O)(=O)c1ccc(-c2cccc(NC(=O)COc3ccccc3)c2)nn1	-6	-1	8	8	7	7	3	0	2
COc1ccc(C(=O)NCCn2cc(SCC(=O)NCC3CCCO3)c3ccccc32)cc1 (configuration not stated)	3	2	3	-7	9	-1	-6	-11	-4
O=c1[nH][nH]cc1C=NCc1cccc(C(F)(F)F)c1	-2	4	10	-4	-3	-1	-6	4	-4
COc1cccc(Nc2nnc(SCC(=O)N3CC(C)OC(C)C3)s2)c1 (configuration not stated)	-6	2	3	3	8	2	-10	-9	-2
CC1CCCC(NC(=O)c2ccncc2)C1C (configuration not stated)	5	3	1	2	2	-1	-5	4	-2
COc1ccc(CCNC(=O)C2CCN(S(=O)(=O)c3ccc(-n4cnnn4)cc3)CC2)cc1OC	0	-3	9	-5	3	2	-12	1	-3
Cc1cc(NS(=O)(=O)c2ccc(-c3ccccc3)cc2)no1	0	-2	5	-12	-4	4	13	5	0

The list continues:
Molecule	PAD4 inh	GSTO1 counter	PAFAH1B3 inh	EBNA-1 inh	PREPL inh	LYPLA2 counter	ZTA counter	PAFAH2 FP inh	LYPLA1 counter
O=C(NCc1ccncc1)C(=O)NCC(c1ccccc1)c1ccccc1	4	4	.	-3	-13	9	-15	.	1
O=C(CNC(=O)c1cn2ccccc2n1)Nc1ccc(F)c(F)c1	0	6	1	-3	-3	3	-5	3	2
CCC(C(=O)NCc1ccco1)N(C(=O)CNS(=O)(=O)c1ccccc1)c1ccc(OC)cc1 (configuration not stated)	3	4	1	7	5	-5	-11	7	-1
CC(Cc1ccccc1)NC(=O)C1CCCNC1=O (configuration not stated)	2	8	4	10	-1	1	5	4	2
O=C(NCc1ccccc1F)c1ccncc1	0	-4	2	6	2	4	4	5	-4
Cc1sc(-c2ccccn2)nc1OC(=O)c1ccc(Cl)cc1	-1	4	0	-1	14	5	-15	-1	3
Cc1nnc2n(Cc3ccccc3)c(=O)c3c4c(sc3n12)COC(C)(C)C4	-3	0	-3	-5	2	1	14	2	-2
COc1ccc(-n2c(N)c(C(=O)NCC3CCCO3)sc2=S)cc1 (configuration not stated)	-11	-5	11	-4	18	-1	-1	-8	-2
COc1ccc(C(=O)Nc2cc3c4c(c2)C(C)C(=O)N4CCC3)cc1 (configuration not stated)	-1	-2	6	3	16	1	-18	1	1
CCOc1ccc2[nH]cc(C(=O)NCCc3ccccc3)c(=O)c2c1	4	-1	7	3	17	-7	-7	5	-5
Cc1ccccc1OCCn1cc(C=O)c2ccccc21	3	-9	9	4	11	-1	-4	0	1
Cc1ccc(N(C(=O)c2ccco2)C(C(=O)NC2CCCC2)c2ccco2)c(C)c1 (configuration not stated)	5	5	3	-2	0	-8	-7	-1	3
COc1cc(F)cc(C2=CC(=O)C[C@H](c3ccc(F)cc3)C2)c1	-3	.	8	.	-15	5	-9	4	-1
O=C(CNC(=S)NC(=O)c1cccs1)c1ccccc1	3	0	2	-7	4	1	10	3	-7
Cn1c(CCN2CCCCC2)nc2cc(NC(=O)NC3CCCCC3)ccc21	-1	8	3	5	3	1	4	1	0

For reference, three of the compounds above.
Molecule	PAD4 inh	GSTO1 counter	PAFAH1B3 inh	EBNA-1 inh	PREPL inh	LYPLA2 counter	ZTA counter	PAFAH2 FP inh	LYPLA1 counter
COc1cc(F)cc(C2=CC(=O)C[C@H](c3ccc(F)cc3)C2)c1	-3	.	8	.	-15	5	-9	4	-1
O=C(CNC(=S)NC(=O)c1cccs1)c1ccccc1	3	0	2	-7	4	1	10	3	-7
Cn1c(CCN2CCCCC2)nc2cc(NC(=O)NC3CCCCC3)ccc21	-1	8	3	5	3	1	4	1	0

Looked up above.
CC(Cc1ccccc1)NC(=O)C1CCCNC1=O (configuration not stated) @ PAFAH1B3 inh: 4
Cc1nnc2n(Cc3ccccc3)c(=O)c3c4c(sc3n12)COC(C)(C)C4 @ GSTO1 counter: 0
Cc1ccccc1OCCn1cc(C=O)c2ccccc21 @ LYPLA1 counter: 1
CCC(C(=O)NCc1ccco1)N(C(=O)CNS(=O)(=O)c1ccccc1)c1ccc(OC)cc1 (configuration not stated) @ ZTA counter: -11
